# hgDAF-12 ag – hgDAF-12 agonism, primary luciferase screen; AID 687014; activation, % at 6.8 µM; 1.8% of 370,000 active; HEK293 GAL4-hgDAF12 UAS-luciferase reporter, agonist luminescence; normalized to butyrate control;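 active means activation above a cutoff set at the mean of all screened compounds plus 3 SD, cut at about 10% in these data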;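 further: 0% = DMSO wells and 100% = sodium butyrate wells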
# DAX1 inh-1 – inhibitors of human orphan nuclear receptor DAX1 (NR0B1); P51843; HEK293 Gal4-DAX1 luciferase reporter, luminescence; inhibition, % at 6.75 µM; 0.99% of 340,000 active; AID 504766;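 active means inhibition above the mean over all tested compounds plus 3 SD, cut at about 4.2% in these data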;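 further: 0% = DAX1-transfected cells with DMSO and 100% = empty-vector control cells with DMSO; inhibition shows as a rise in luminescence from relieved DAX1 repression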
# Target sequence (P51843 207-470 limits assumed): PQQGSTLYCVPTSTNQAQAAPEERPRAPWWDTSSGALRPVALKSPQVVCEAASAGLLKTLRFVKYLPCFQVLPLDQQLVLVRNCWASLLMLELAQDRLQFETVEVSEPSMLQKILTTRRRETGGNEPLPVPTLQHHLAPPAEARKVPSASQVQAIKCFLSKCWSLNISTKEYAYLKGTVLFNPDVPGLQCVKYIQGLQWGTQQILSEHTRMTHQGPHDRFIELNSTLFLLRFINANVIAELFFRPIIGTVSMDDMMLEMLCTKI
# PG9 Ab binder – PG9 antibody binding by small molecule. TR-FRET gp120-PG9 antibody binding. inhibition, % at 6.7 µM. 0.43% of 360,000 active. AID 624416; in the data active means inhibition above about 8.5%
# hcDAF12 agonist – activates DAF-12 receptor from parasite H. contortus. HEK293 hcDAF-12 lit1-tk-luc reporter, luminescence; 0% DMSO, 100% Δ7-dafachronic acid. activation, % at 6.8 µM. 1.4% of 370,000 active;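 active means activation above the mean of all tested compounds plus 3 SD, cut at about 5.5% in these data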;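 further: 100% = response to 3 µM Δ7-dafachronic acid high control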
# ssDAF12 agonist – S. stercoralis DAF-12 activation, primary screen | 1% of 370,000 active | HEK293 ssDAF-12/GRIP1 lit1-tk-luc reporter, luminescence; % of 3 µM dafachronic acid response | AID 652126 | activation, % at 6.8 µM;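 active means activation above the mean over all tested compounds plus 3 SD, cut at about 0.9% in these data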;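 further: 0% = DMSO-only wells and 100% = 3 µM delta7-dafachronic acid wells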
# DAX1 inh-2 – inhibitors of DAX1 repression of SF-1 activated StAR promoter. inhibition, % at 6.8 µM. AID 652010. HEK293T StAR-luciferase reporter, SF-1/DAX-1 repression relief. 1.1% of 370,000 active;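 active means inhibition above the mean over all tested compounds plus 3 SD, cut at about 3.6% in these data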;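 further: 0% = DAX-1 cells with DMSO and 100% = cells lacking DAX-1 with DMSO; higher inhibition means more luminescence from relief of DAX-1 repression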
# GAA850 FXN act – activators of GAA850 frataxin (FXN) promoter | HEK293 lucGAA850 FXN promoter luciferase reporter, 24 h; percent of 10 µM SAHA response | activation, % at 6 µM | 0.56% of 360,000 active | AID 540364;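 active means activation above the average of all compounds screened plus 3 SD, cutoff fixed separately per campaign, cut at about 7.5% in these data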;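 further: 0% = DMSO wells and 100% = 10 µM SAHA wells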
# ADAM17 inh – inhibitors of human ADAM17. P78536. recombinant ADAM17, EDANS/DABCYL FRET peptide cleavage. inhibition, % at 6.95 µM. 0.83% of 370,000 active. AID 720648;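 active means inhibition above the mean of compounds lying between control limits plus 3 SD, set per campaign, cut at about 8.5% in these data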;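 further: 0% = DMSO-only wells as the low control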
# Target sequence (P78536 215-824 limits assumed): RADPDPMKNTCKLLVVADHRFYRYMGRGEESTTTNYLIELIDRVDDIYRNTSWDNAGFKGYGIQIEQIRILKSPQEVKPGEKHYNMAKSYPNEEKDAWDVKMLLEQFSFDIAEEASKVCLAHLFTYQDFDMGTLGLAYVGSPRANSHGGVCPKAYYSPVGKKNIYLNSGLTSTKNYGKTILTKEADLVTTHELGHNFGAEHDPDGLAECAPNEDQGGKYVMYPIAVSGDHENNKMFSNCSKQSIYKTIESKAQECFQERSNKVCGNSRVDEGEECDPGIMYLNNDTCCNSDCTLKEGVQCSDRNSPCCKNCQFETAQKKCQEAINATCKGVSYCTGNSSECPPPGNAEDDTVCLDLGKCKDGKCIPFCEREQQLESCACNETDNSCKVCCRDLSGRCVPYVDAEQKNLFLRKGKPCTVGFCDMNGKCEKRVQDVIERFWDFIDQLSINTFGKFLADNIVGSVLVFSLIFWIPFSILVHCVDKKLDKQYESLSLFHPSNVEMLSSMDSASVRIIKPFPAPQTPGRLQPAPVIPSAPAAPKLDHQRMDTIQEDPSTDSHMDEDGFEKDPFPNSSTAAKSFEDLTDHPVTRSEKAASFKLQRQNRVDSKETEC
# SMARCA2 activ – increases SMARCA2 function in MMTV reporter cells; 1% of 370,000 active; activation, % at 9.1 µM; MG213 cells, MMTV-luciferase reporter, dexamethasone, overnight; in the data active means activation above about 7.8%;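 further: 0% = vehicle wells and 100% = reference activator wells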
# ADAM10 inh – inhibitors of human ADAM10 | O14672 | inhibition, % at 7 µM | recombinant ADAM10, EDANS/DABCYL FRET peptide cleavage, 3 h | 0.62% of 370,000 active;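 active means inhibition above a per-campaign cutoff equal to the mean of compounds falling between control-based bounds plus 3 SD, cut at about 20% in these data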;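 further: 0% = DMSO wells while the 100% control is not disclosed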
# GC-A act – GC-A (human) enzyme activation; activation, % at 10 µM; 0.14% of 370,000 active; P16066; AID 1671463; HEK293 GC-A cells, cGMP TR-FRET, EC30 ANP; 0% at EC30 ANP, 100% saturating ANP; in the data active means activation above about 40%
# * = called active by the depositor; i = inactive; . = no result given; & = joins results of further samples.
# The opening 2 records, to show the layout:
SMILES,hgDAF-12 ag,DAX1 inh-1,PG9 Ab binder,hcDAF12 agonist,ssDAF12 agonist,DAX1 inh-2,GAA850 FXN act,ADAM17 inh,SMARCA2 activ,ADAM10 inh,GC-A act
COc1ccc(CC(=O)OCC(=O)Nc2cccc(Br)c2)cc1,-2.3,0.8,-2.8,1.0,-1.0,0.6,1.4,0,1,-4,1
COc1cc(C)c(C)cc1S(=O)(=O)NC1CC(C)(C)NC(C)(C)C1,-0.7,0.4,-2.9,0.2,-1.1,0.4,3.2,-1,-2,-1,-1

# This part in full, repeating the preview:
SMILES,hgDAF-12 ag,DAX1 inh-1,PG9 Ab binder,hcDAF12 agonist,ssDAF12 agonist,DAX1 inh-2,GAA850 FXN act,ADAM17 inh,SMARCA2 activ,ADAM10 inh,GC-A act
COc1ccc(CC(=O)OCC(=O)Nc2cccc(Br)c2)cc1,-2.3,0.8,-2.8,1.0,-1.0,0.6,1.4,0,1,-4,1
COc1cc(C)c(C)cc1S(=O)(=O)NC1CC(C)(C)NC(C)(C)C1,-0.7,0.4,-2.9,0.2,-1.1,0.4,3.2,-1,-2,-1,-1
O=C(NCC(c1ccc(F)cc1)N1CCOCC1)c1ccc(-c2ccccc2)cc1 (configuration not stated),-0.5,-1.0,0.8,-0.8,-1.2,-1.4,-0.3,2,0,-3,1
COc1ccc(CCNC2CC(=O)N(CCc3ccccc3)C2=O)cc1 (configuration not stated),-1.6,4.5*,0.0,-0.8,-1.6,-0.1,-0.8,-3,-4,3,1
Cc1cc(-c2c(C)[nH]n(-c3ccccc3)c2=O)n(-c2ccccc2)n1,1.5,-1.2,-3.9,0.3,-0.4,-0.6,3.7,1,-3,-11,-1
NC(=S)NNC(=O)Nc1cccc(Cl)c1,2.1,0.1,-0.3,-1.8,-1.0,-0.4,1.5,-2,1,4,2
CCOc1ccc(/C=N/n2c(-c3ccccc3)n[nH]c2=S)cc1,-0.1,5.8*,2.1,-1.8,-0.7,-0.2,1.4,0,-5,0,2
Clc1ccc(-c2nnc3n2N=C(c2ccc(-c4ccccc4)cc2)CS3)cc1,3.9,.,.,-2.2,-1.6,2.8,.,2,5,2,-9
CCOC(=O)c1nn(-c2ccc(C)cc2)c(=O)cc1OCC(=O)Nc1cccc(C)c1,3.8,-0.6,-1.7,0.6,-0.6,-0.6,-0.5,-4,-1,-4,-3
CCOc1ccc(C(=O)Nc2c3c(nn2-c2ccc(C)cc2)CS(=O)C3)cc1OCC (configuration not stated),0.9,2.5,0.0,-1.7,-0.8,0.8,-0.9,3,6,1,2
COc1ccc(NC(=O)CS(=O)c2ccc(Cl)c(Cl)c2)cc1 (configuration not stated),-2.8,0.1,1.7,0.1,-1.2,-0.8,-1.1,-2,0,0,-20
O=C(Cc1ccc2c(c1)OCCO2)Nc1cccc(S(=O)(=O)N2CCOCC2)c1,-2.1,-0.6,1.4,-0.7,0.2,0.1,0.7,1,3,-1,3
O=C(Nc1cc([N+](=O)[O-])ccc1N1CCOCC1)c1cccs1,0.8,1.2,-0.3,-0.4,0.2,1.3,-0.4,0,0,2,2
CCn1c(=O)c2c(nc(SCC(=O)NCC3CCCO3)n2C)n(C)c1=O (configuration not stated),-0.4,0.0,-1.9,-0.3,-1.4,0.1,-1.1,-1,0,0,1
COc1ccccc1NC(=O)c1ccccc1-c1ccccc1C(=O)O,-1.3,-0.1,-1.2,2.1,-0.4,-0.4,-1.7,-5,-4,6,-4
O=C(COC(=O)c1ccc2c(c1Cl)C(=O)c1ccccc1C2=O)NC1CCCCC1,4.4,0.1,-1.6,-0.5,-0.9,0.2,-0.2,1,3,-3,-2
COc1cccc(CNC(=O)c2ccc(Cl)c(NC3=NC4CS(=O)(=O)CC4S3)c2)c1 (configuration not stated),-0.8,0.3,-4.0,-0.5,-1.1,-2.6,-1.5,-3,3,2,-2
O=C(OCC(=O)N1CCOCC1)c1ccccc1O,7.9,0.4,-1.2,1.0,0.3,0.2,2.3,-2,3,-2,-1
O=C(C1CCCCC1)N1CCc2ccccc21,2.2,2.3,-0.6,1.8,-0.5,0.0,1.6,-2,2,1,2
Cc1cc(Cl)c(OCCN2C(=O)NC(C)(C)C2=O)c(Br)c1,-0.5,0.1,1.5,2.2,-1.6,-0.7,-0.6,-3,-3,-9,6
CCCCCCCn1c(=N)n(CC(=O)c2ccco2)c2ccccc21,-3.0,-0.8,2.3,-0.4,-0.9,-0.6,-3.5,4,-5,0,-7
CC(Sc1nnc(-c2ccncc2)n1-c1ccc(F)cc1)C(=O)NC1CC1 (configuration not stated),-0.4,0.1,-0.1,-0.2,-0.9,0.3,1.0,0,0,-18,2
COc1ccc(-c2ccc3c(n2)CCCN3S(=O)(=O)c2ccc(C#N)cc2)cc1,2.9,.,-2.0,0.8,-0.2,-0.5,.,-10,-5,-54,-1
CC1(C)CC(=O)C(N=Nc2ccc(F)cc2)=C(O)C1,3.5,-1.5,-2.1,-2.2,-0.7,-0.5,1.8,-2,0,2,-2
C=CCn1c(SCCNC(C)=O)nc2cc(-c3ccccc3)sc2c1=O,0.1,2.2,0.7,-0.8,-1.1,-0.5,1.1,-5,-2,3,-5
O=C1CC(N2CCN(c3ccccc3Cl)CC2)C(=O)N1c1ccc(F)cc1 (configuration not stated),-0.1,1.2,0.4,-0.4,-1.8,0.7,3.0,-1,-3,3,-2
O=C(N=Nc1c(O)[nH]c2ccccc12)c1cccc(S(=O)(=O)Nc2ccccc2Cl)c1,-2.6,0.1,-0.6,1.4,0.0,-0.2,-0.9,-5,0,-5,1
COc1ccccc1CNC(=O)C1CCC(CNS(=O)(=O)c2cccc3cccnc23)CC1 (configuration not stated),2.2,0.3,5.6,1.4,-1.3,0.1,0.0,-2,0,-4,1
COc1ccc(C2C=C(c3ccc(C)cc3)Nc3ncnn32)cc1 (configuration not stated),11*,-1.1,1.4,2.5,-0.3,0.8,0.5,-471,4,i,11
O=C(COC(=O)CNS(=O)(=O)c1ccc(Cl)cc1)NC1CCCCC1,1.4,0.6,0.8,-0.4,-0.7,0.5,2.2,-1,-1,-20,-1

# Quoted from the listing.
# `Cc1cc(Cl)c(OCCN2C(=O)NC(C)(C)C2=O)c(Br)c1` – PG9 Ab binder: 1.5
# `COc1ccc(CC(=O)OCC(=O)Nc2cccc(Br)c2)cc1` – hcDAF12 agonist: 1.0

# Next part
SMILES,hgDAF-12 ag,DAX1 inh-1,PG9 Ab binder,hcDAF12 agonist,ssDAF12 agonist,DAX1 inh-2,GAA850 FXN act,ADAM17 inh,SMARCA2 activ,ADAM10 inh,GC-A act
Cc1c(C)c2c(OCC(=O)NCC(O)c3ccccc3)cc3c(c2oc1=O)CCC(C)(C)O3 (configuration not stated),-0.5,3.1,0.4,-2.8,-0.6,0.0,2.2,-53,1,-225,4
CCn1c(SCC(=O)Nc2cccc(S(=O)(=O)N(C)c3ccccc3)c2)nnc1C1CC1,0.5,-0.4,-1.0,-1.7,-2.0,0.0,0.9,9,-4,2,-3
CCCCNc1c(-c2ccc(OC)c(SC(C)CC)c2)nc2cc(C)ccn12 (configuration not stated),1.0&1.1,-0.9,-0.4&-0.6,-2.7&0.6,-1.4&-0.3,-1.0&-0.9,-0.4,-124&-135,0&-6,-402,6&1
CC(C)CN1CCN(CCCOC(=O)Nc2cccc3ccccc23)CC1C (configuration not stated),2.8,-0.6,-1.8,0.3,-0.6,-0.3,-1.1,-3,6,-6,-3
CCn1nnnc1SCC(=O)N1c2ccccc2CCc2ccccc21,-1.2,0.8,2.2,-2.6,-1.2,-1.0,-1.6,-1,2,5,-5
CCOC(=O)C1=C(C)N=C2SC(C)C(=O)N2C1c1ccccc1 (configuration not stated),-1.4,0.1,1.5,1.4,-1.3,-0.4,-0.1,0,0,1,-4
CCOC(=O)Cn1c(CN2CCOCC2)nc2c1c(=O)[nH]c(=O)n2C,-1.3,1.1,-2.7,3.6,-0.7,0.2,0.5,-3,0,-8,-2
O=C(CNC(=O)c1ccc(F)cc1)N/N=C/c1cc(Br)ccc1OC(=O)/C=C/c1ccco1,-3.0,0.4,0.6,-1.8,-2.0,0.1,1.6,-10,-3,-3,-7
CS(=O)(=O)N1CCN(c2ccccc2NC(=O)CSc2nnc(-c3ccco3)o2)CC1,1.3,-0.6,0.0,-0.7,-1.6,0.1,-0.6,0,-2,-1,6
COC(=O)c1c(NC(=O)c2cccc(N3C(=O)CCC3=O)c2)sc2c1CCN(C(C)=O)C2,-1.2,0.4,-1.6,1.2,-1.4,-5.7,0.5,-2,0,-10,1
CC(=O)c1cc(CN2CCN(Cc3ccccc3)C(CCO)C2)cs1 (configuration not stated),0.4,-0.6,0.3,0.6,-1.4,-0.6,-0.2,-4,-2,-8,0
CCc1ccc2[nH]c(=O)c(C(c3nnnn3Cc3ccccc3)N3CCOCC3)cc2c1 (configuration not stated),1.6,0.2,-3.4,-0.6,-0.7,0.2,-2.6,-5,8,-13,-2
CCn1ncc2c(OCc3ccc(C#N)cc3)cc(C)nc21,-0.1,-2.2,-2.1,-1.6,-1.3,-1.5,4.1,1,-3,4,.
COc1cc(/C=N/NC(=O)c2ccccn2)cc2c1OCO2,14*,3.4,-1.3,2.7,-0.2,1.6,4.5,-1,17*,10,-6
Cc1ccc(CNC(=O)Cn2cnc3c(NC(=O)OCc4ccccc4)ncnc32)o1,-1.7,0.9,-0.2,1.3,-1.7,0.0,1.5,-2,0,-4,0
COc1ccc(C(=O)Nc2ccccc2Cc2ccccc2)c(OC)c1,1.9,-0.7,0.4,-1.6,-1.4,-0.8,-2.1,2,-4,1,-11
Cc1ccc(C(=O)NCCNC(=O)c2ccccn2)cc1,2.5,0.6,-0.5,-0.7,-1.4,0.3,0.8,-1,-2,-5,1
CCOC(=O)c1cc2c(c(CCO)n1)[C@@H](CCO)N(S(=O)C(C)(C)C)C2 (some centres not stated),-1.0,1.6,0.9,-0.2,-1.1,0.4,0.2,-5,2,-20,4
COc1ccc(S(=O)(=O)N2CCC(C(=O)Nc3cccc(C(C)=O)c3)CC2)cc1C,3.5,0.5,1.2,-2.7,-2.1,1.2,-1.4,0,-5,5,-23
COc1ccccc1NCC(=O)N/N=C/c1sccc1C,1.0,-0.6,-5.1,1.3,-0.7,-0.5,1.6,0,1,1,-3
CCOc1ccccc1OCCCC(=O)Nc1sccc1C(N)=O,-0.4,-0.7,-2.2,-0.7,-1.2,0.0,0.0,2,-2,0,-1
Cc1csc(SCC(=O)Nc2cccc(S(=O)(=O)N3CCCC3)c2)n1,-1.9,-0.3,-2.2,-0.7,-1.4,-0.6,-0.1,0,0,-2,-3
Cc1cnc(NC(=O)CCc2ccccc2)s1,6.2,-2.4,-0.2,-0.7,-0.8,-1.2,-1.7,2,3,-1,-1
COc1ccc(S(=O)(=O)N2CCCCCC2)cc1C(=O)N(C)Cc1ccc(Cl)cc1Cl,-3.4,-2.0,-2.9,-1.4,-1.2,-3.9,0.0,3,1,9,-5
CCCCC(=O)Nc1ccc(C(=O)Nc2ccc(OC)cc2[N+](=O)[O-])cc1,0.8,-1.4,-0.7,-4.3,-1.8,-0.9,-7.1,-4,-6,-9,-3
CC(C)CC(=O)Nc1ccc2c(c1)OCO2,0.2,0.3,-0.8,0.7,-0.4,0.7,1.0,-4,-6,-17,3

# Assay outcomes from PubChem.
